HCMV antiviral: qHTS Assay for inhibitors of the human cytomegalovirus (HCMV); HFF cells, HCMV-luciferase reporter, 72 h; active compounds read low; activity change, negative = inhibition, % at 57.5 µM; hit rate 4.5% among 410,000; in the data active = activity change below about -60%; inconclusive = no clear call, values can overlap the other calls; inactive = above about -39%
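Inhibition of viral replication was scored as loss of reporter luminescence in HFFs infected with HCMV-luciferase (MOI 1 PFU/cell) for 72 h; compounds tested at 2 doses, normalized to buffer and Salinomycin controls.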
HCV inh: qHTS Assay for Inhibitors of Hepatitis C Virus (HCV) | Huh7.5.1 HCVcc-Cre infection, luciferase reporter, 44 h | Potency, µM (series often up to 41.8 µM), for the others: top-dose activity change, negative = inhibition, usual class: inhibitors | hit rate 3.4% among 340,000 | AID 651820, 2012; also: potency is read from the fitted curve at half-maximal effect
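Infectious HCVcc-Cre (~0.5 moi) was added to cells just after compound, with cells seeded 4 h earlier at 1,000 per well. Luciferase activity after 44 h culture reported infection; substrate was incubated 15 min at room temperature before reading.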
AmpC inh detg: qHTS Inhibitors of AmpC Beta-Lactamase (assay with detergent). P00811. AmpC hydrolysis of nitrocefin, absorbance 480 nm, 0.01% Triton. Potency, µM (top dose mostly 114 µM), for inactives: at the highest dose activity change, negative = inhibition, actives largely listed as inhibitors. hit rate 0.041% among 370,000. AID 485294, 2010;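 also: potency is read from the fitted curve at half-maximal effect; 0% = no-compound wells and -100% = no-enzyme wells; nearly all actives have a fitted effect of over 25% in size; some results filed as inactive show a strong effect at the top dose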
Target sequence (P00811 whole entry, looked up): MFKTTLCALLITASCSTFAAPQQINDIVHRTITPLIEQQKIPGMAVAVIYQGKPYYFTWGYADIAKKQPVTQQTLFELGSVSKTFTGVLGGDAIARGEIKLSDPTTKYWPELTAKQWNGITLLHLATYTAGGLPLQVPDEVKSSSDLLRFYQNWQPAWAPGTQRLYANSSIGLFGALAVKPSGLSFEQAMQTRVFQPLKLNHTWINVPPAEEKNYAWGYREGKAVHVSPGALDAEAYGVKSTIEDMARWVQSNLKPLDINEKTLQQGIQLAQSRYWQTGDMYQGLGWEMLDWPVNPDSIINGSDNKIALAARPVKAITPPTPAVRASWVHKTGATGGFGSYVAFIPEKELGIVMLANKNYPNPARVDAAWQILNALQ
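20 mM phosphate pH 7.0 + 0.01% (detergent screen) or 0.0001% Triton X-100; 5.3 nM AmpC reagent; cpd preinc 15 min RT; nitrocefin (800 uM stock) to start; A480 q20 s × 4 min; Activity was normalised to no-enzyme and no-compound control wells.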
TbPYK inhibitor: qHTS of Trypanosoma Brucei Inhibitors. TbPYK enzyme, Kinase-Glo Plus ATP luminescence, 45 min. Potency, µM (top dose mostly 76.8 µM), for inactives: at the top dose activity, negative = inhibition, actives largely listed as inhibitors. hit rate 0.12% among 410,000; also: potency is read from the fitted curve at half-maximal effect; nearly all actives have a fitted effect of over 50% in size
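T. brucei PYK with substrate was exposed to pin-transferred compounds across a concentration series, then started with 130 uM ADP (final). After 45 min at room temperature, Kinase-Glo Plus luminescence was read, normalized and curve-fitted.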
LmPK inhibitor: qHTS Assay for Inhibitors of Leishmania Mexicana Pyruvate Kinase (LmPK); hit rate 0.37% among 290,000; Potency, µM (top dose mostly 57.5 µM), for the others: at the highest dose activity change, negative = inhibition, hits mostly inhibitors; purified LmPK, Kinase-Glo ATP luminescence, 1 h; also: potency is read from the fitted curve at half-maximal effect
Target sequence (Q27686 whole entry, looked up): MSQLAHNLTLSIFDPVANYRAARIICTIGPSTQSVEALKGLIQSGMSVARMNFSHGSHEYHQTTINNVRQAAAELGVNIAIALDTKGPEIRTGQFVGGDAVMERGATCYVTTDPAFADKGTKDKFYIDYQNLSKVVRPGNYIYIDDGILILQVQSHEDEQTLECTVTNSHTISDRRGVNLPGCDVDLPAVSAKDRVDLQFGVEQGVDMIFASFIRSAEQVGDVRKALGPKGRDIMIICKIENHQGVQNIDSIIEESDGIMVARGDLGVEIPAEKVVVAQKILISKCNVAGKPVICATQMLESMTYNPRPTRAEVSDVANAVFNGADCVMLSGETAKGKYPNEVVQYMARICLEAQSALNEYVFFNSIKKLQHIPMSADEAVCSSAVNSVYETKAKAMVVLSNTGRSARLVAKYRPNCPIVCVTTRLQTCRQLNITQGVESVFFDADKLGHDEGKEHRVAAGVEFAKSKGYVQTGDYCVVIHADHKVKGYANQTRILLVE
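Purified LmPK (0.1 nM) with 0.5 mM PEP and 0.1 mM ADP in imidazole buffer pH 7.2 with MgCl2/KCl, 1 h at room temperature. ATP formed was read by luciferase luminescence and normalized to no-enzyme and uninhibited controls.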
AMA1 RON2 block: qHTS for Inhibitors of AMA1-RON; Towards Development of Antimalarial Drug Lead: Primary Screen. Plasmodium falciparum AMA1 (3D7) - RON2 peptide interaction. AlphaScreen AMA1-biotinylated RON2 peptide binding. Potency, µM (titrated, usually from 58.2 µM), without a hit: at the highest dose activity change, negative = inhibition, usual class: inhibitors. hit rate 0.2% among 360,000. AID 720542, 2013;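 also: potency is read from the fitted curve at half-maximal effect; 0% = vehicle wells and -100% = peptide control; nearly all actives have a fitted effect of over 45% in size; some results filed as inactive show a strong effect at the top dose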
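AMA1 (3D7) with his tag at 25 nM final met compounds first, then biotinylated RON2 peptide at 25 nM; detection used donor plus acceptor beads, 10 µg/mL apiece, read by AlphaScreen after 30 min at room temperature.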
AmpC no deterg: qHTS Inhibitors of AmpC Beta-Lactamase (assay without detergent); AmpC nitrocefin hydrolysis, absorbance 480 nm, 0.0001% Triton; Potency, µM (series often up to 57.1 µM), inactives show at the highest dose activity change, negative = inhibition, actives largely listed as inhibitors; hit rate 0.52% among 330,000; P00811;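 also: potency is read from the fitted curve at half-maximal effect; plate controls were no compound for no effect and no enzyme for full effect; nearly all actives have a fitted effect of over 20% in size; some results filed as inactive show a strong effect at the top dose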
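AmpC (5.3 nM in the dispensed reagent) in 20 mM phosphate pH 7.0 with 0.01% (detergent screen) or 0.0001% Triton X-100 was preincubated with compounds for 15 min at room temperature. Nitrocefin was then added from an 800 uM solution, and hydrolysis was followed at 480 nm.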
* marks the source's active call; other numbers are inactive results; ? = inconclusive; . = not tested or not shown; & = joins results of further samples; [ ] = remark or other dose. Unless noted, calls follow the shape of the dose curve; as a rule, active = well fitted curve in the direction sought with a large enough effect; inconclusive = small, poorly fitted or top-dose-only effect, or another doubt; inactive = no such curve, though single readings can be large; an effect the other way counts as inactive or inconclusive. Unless noted, % is scaled to controls: 0 for no effect and ±100 for the full control effect.

Every second line gives: HCMV antiviral | HCV inh | AmpC inh detg | TbPYK inhibitor | LmPK inhibitor | AMA1 RON2 block | AmpC no deterg
O=C1CN(c2nc(-c3cccs3)nc3sc4c(c23)CCCC4)CCN1
    0.4 | 5.62µM* | 2.3% | ? | -0.7% | 10.1% | 84.9%[activator]
COC(=O)c1c(C)[nH]c(C=O)c1-c1ccccc1
    -0.6 | -13.1% | 3.8% | -4.6% | 8.2% | 22.8% | -4.4%
CCS(=O)(=O)N1CCC(C(=O)NCc2ccc3c(c2)OCO3)CC1
    20.4 | 13.5% | -3.2% | 7.3% | 1.3% | 8.8% | -4.2%
COc1ccc2[nH]c(C)c(CCN3C(=O)C4CC=CCC4C3=O)c2c1 (stereo not drawn)
    -28.1 | -15.2% | ? | 1.9% | 0.7% | -17.8% | 10.9%
O=C(CCN1C(=O)c2ccccc2C1=O)N1CCN(Cc2ccccc2)CC1
    5.7 | 24.9% | 0.2% | 5.4% | -3.4% | 12.5% | 2.8%
CC(C)=CCC[C@H](C)C[C@@H]1CC2=C(C(=O)OC(C)(C)O2)[C@H](c2ccc(F)cc2)O1
    -14.4 | . | . | 7.9% | . | 17.7% | .
Cc1ccc(S(=O)(=O)N(C)C[C@@H]2Oc3ncc(Br)cc3C(=O)N([C@H](C)CO)C[C@@H]2C)cc1
    26.8 | . | . | -3.1% | . | 15.0% | .
O=C(O)CCC1OC(=O)C(O)=C1c1ccccc1 (stereo not drawn)
    7.4 | 11.7% | -3.9% | 10.9% | 0.9% | 1.4% | -2.9%
Cc1nnc(NC(=O)c2c(-c3ccccc3Cl)noc2C)s1
    -11.1 | 15.1% | 2.8% | -0.2% | -5.9% | 0.1% | -19.2%
C[C@H]1CCC/C=C/C2C[C@H](O)CC2[C@H](O)/C=C/C(=O)O1 (stereo partly drawn)
    . | ? | -6.7% | -2.9% | 15.6% | 11.5% | -19.3%
Nc1c(Cl)cc(C(=O)NC2CC2)cc1Cl
    1.7 | -1.7% | . | -6.7% | . | 0.3% | .
O=C(Cc1ccccc1)Nc1cccc(NC(=O)c2cccs2)c1
    9.1 | 0.9% | 3.3% | -8.6% | 2.3% | -4.3% | -45.7%
COc1ccc(-c2noc(CN3CCCC(OCc4ccccn4)C3)n2)cc1 (stereo not drawn)
    0.0 | ? | 3.2% | -10.4% | 3.6% | 10.5% | 84.6%[activator]
COc1ccc(C(=O)NNC(=O)C2CCCO2)cc1 (stereo not drawn)
    -28.3 | -2.2% | ? | -14.4% | 5.1% | 15.4% | -5.1%
O=C(NCCc1ccccc1)C1CCN(S(=O)(=O)N2CCCCC2)CC1
    ? | 0.8% | ? | 3.8% | -9.0% | -15.9% | 18.3%
CCOc1ccc(N(CC(=O)Nc2ccc3c(c2)OCO3)S(=O)(=O)c2ccccc2)cc1
    -23.2 | . | -2.0% | -3.4% | . | . | .
N#C/C(=C\c1ccc(O)c(O)c1)C(=O)Nc1ccccc1
    ? | ? | -12.7% | 1.8% | . | -2.2% | -16.9%
CCOc1ccc(CCNC(=O)COC(=O)CSc2ccccc2C)cc1OCC
    3.8 | 8.2% | -3.2% | 1.1% | -1.9% | -1.8% | 107.1%[activator]
CC(C)=CCCC(C)CN(C)CCc1ccccn1 (stereo not drawn)
    8.0 | 17.4% | -14.5% | 14.1% | 0.0% | -14.2% | 0.4%
COc1ccc(CCNC(=O)CSc2nnc(CNC(=O)c3c(F)cccc3Cl)o2)cc1OC
    -29.8 | 2.2% | -6.0% | 1.8% | -9.8% | -6.2% | -1.8%

2 compounds drawn at random from those above:
Every second line gives: HCMV antiviral | HCV inh | AmpC inh detg | TbPYK inhibitor | LmPK inhibitor | AMA1 RON2 block | AmpC no deterg
O=C(NCCc1ccccc1)C1CCN(S(=O)(=O)N2CCCCC2)CC1
    ? | 0.8% | ? | 3.8% | -9.0% | -15.9% | 18.3%
N#C/C(=C\c1ccc(O)c(O)c1)C(=O)Nc1ccccc1
    ? | ? | -12.7% | 1.8% | . | -2.2% | -16.9%

(list continues)
Every second line gives: HCMV antiviral | HCV inh | AmpC inh detg | TbPYK inhibitor | LmPK inhibitor | AMA1 RON2 block | AmpC no deterg
COc1cc(-c2cc(C(=O)Nc3c(Cl)cc(Cl)cc3Cl)c3ccccc3n2)cc(OC)c1OC
    10.5 | 10µM* | -0.2% | -0.1% | -1.4% | 22.3%[11.6 µM] | -31.7%
[O-][n+]1c2ccc3nonc3c2nn1-c1ccccc1Cl
    0.0 | -9.6% | -1.9% | -1.2% | -6.8% | 6.7% | 0.8%
COc1ccc(CC(=O)N/N=C(\C)c2cccs2)cc1OC
    11.4 | -9.6% | -8.5% | 0.6% | 1.3% | -3.0% | -0.8%
COc1ccccc1NC=C1C(=O)OC2(CCCCC2)OC1=O
    ? | 17.2% | 3.0% | 3.0% | 1.2% | -8.4% | -8.3%
Cc1nn(Cc2c(F)c(F)c(F)c(F)c2F)c(C)c1NC(=O)c1c([N+](=O)[O-])c(C)nn1C
    -1.8 | -1.3% | -0.5% | 1.6% | 4.6% | 15.0% | -4.5%
CC(C)CCCC(C)NS(=O)(=O)Cc1ccccc1 (stereo not drawn)
    -14.1 | 0.4% | -2.5% | . | 7.9% | -7.8% | -11.1%
CC(C)N(C)c1ncnc2c1ncn2[C@H]1CN(Cc2ccncc2)C[C@@H](CO)O1
    -23.6 | . | . | -2.7% | . | -3.2% | .
CSc1ccc(/C=N/NC(=O)c2ccc3nc[nH]c3c2)cc1
    -35.0 | . | . | 4.1% | . | 1.8% | .
O=C(N/N=C/C=C\c1ccc([N+](=O)[O-])cc1)c1cccnc1
    33.7 | 2.3% | 1.4% | 4.3% | 1.9% | 54.8%[activator] | -11.2%
Cc1ccc(-n2nnnc2-c2ccco2)cc1
    11.2 | 5.4% | -9.2% | 2.0% | -25.8% | 10.0% | -8.1%
CCOc1ccc(C(C)=O)cc1COC(=O)C1=COCCO1
    10.1 | 10µM* | ? | 0.1% | 1.6% | 0.4% | 10.7%
CCOc1ccccc1-c1cc(C(=O)N/N=C/c2cccnc2)c2ccccc2n1
    -5.8 | -17.9% | . | 1.9% | . | 10.7% | .
C[C@H](O)[C@@H]1CN2CCc3c([nH]c4ccccc34)[C@@H]2C[C@@H]1N(C)C(=O)c1ccco1
    54.7 | . | . | 2.8% | . | -1.5% | .
NC1=NC[C@H](Cc2ccc(O)cc2)N1CCc1cc(C(F)(F)F)cc(C(F)(F)F)c1
    -25.9 | 18.4% | 5.4% | -1.1% | 3.9% | -4.6% | 8.0%
CCOC(=O)c1ccc(NC(=O)CSc2nnc(-c3cccs3)n2C)cc1
    -23.9 | -0.4% | -9.6% | 4.8% | -2.0% | -7.6% | 6.6%
O=C(Nc1ccccc1O)c1cc(S(=O)(=O)N2CCOCC2)c(Cl)cc1Cl
    ? | . | ? | -0.1% | 7.6% | 13.3% | -29.3%
COCCNC(=O)C(=O)N/N=C/c1ccccc1C(F)(F)F
    -6.3 | -3.9% | -11.3% | 5.0% | 2.7% | 8.7% | -10.1%
CCCCn1c(O)c(/C=C2\C=Nc3ccccc32)c(=O)[nH]c1=O
    60.7 | -4.0% | 0.4% | -5.3% | -0.6% | 13.3% | -36.0%
Cc1cccc(N2CCN(CCCNC(=O)Cn3ncc4c([nH]c5ccccc54)c3=O)CC2C)c1 (stereo not drawn)
    6.6 | . | 5.4% | -0.1% | . | . | .
COc1cc2cc(-c3ccc(O)cc3O)nc(C)c2cc1OC
    -96.8* | 5.62µM* | -1.5% | -2.6% | 7.3% | -24.0% | -27.7%

The listing continues:
Every second line gives: HCMV antiviral | HCV inh | AmpC inh detg | TbPYK inhibitor | LmPK inhibitor | AMA1 RON2 block | AmpC no deterg
O=C(Cn1cnc2ccccc21)Nc1cccc([N+](=O)[O-])c1
    ? | ? | -2.3% | -0.4% | 1.6% | -6.1% | -20.1%
COCCCNC(=O)C(Cc1ccccc1)NS(=O)(=O)c1ccc2c(c1)c(=O)n(C)c(=O)n2C (stereo not drawn)
    27.4 | 6.7%&-7.0% | ? | 3.1% | 0.4% | 16.8% | -23.3%
Fc1ccc(CSc2nncn3c2cc2occc23)c(Cl)c1
    -34.5 | . | ? | 0.3% | . | . | .
CN(C(=O)COC(=O)Cn1cnc2c1c(=O)n(C)c(=O)n2C)C1(C#N)CCCCC1
    40.8 | 10.9% | 9.1% | 0.5% | . | 4.8% | -0.9%
O=C(Nc1cccnc1Cl)c1noc2c1CCc1ccccc1-2
    66.3 | ? | 3.5% | 2.8% | -4.2% | 0.2% | -4.5%
Cc1ccc(S(=O)(=O)N(C)C)cc1NC(=O)C(C)OC(=O)c1ccc2c(c1)OCCO2 (stereo not drawn)
    -22.2 | -17.4% | 1.0% | 0.7% | 1.3% | -19.1% | -30.0%
CC(=O)c1c(C)[nH]c(C(=O)COC(=O)COc2ccccc2)c1C
    -4.9 | 22.6% | . | 2.1% | . | -6.2%[11.6 µM] | 2.6%
COc1ccc(C(=O)N/N=C/c2ccc(OC)c(CN3CCCc4ccccc43)c2)cc1
    ? | 6.31µM* | -1.5% | -1.9% | 3.6% | ? | -33.6%
Cc1cc(C)c2c(n1)SCC(=O)N2CC(=O)Nc1ccc(C)c(C)c1
    30.3&16.8 | 7.6% | -15.7%&14.6% | 4.3%&-2.6% | 0.2% | -4.9% | 2.0%
O=C(Nc1ccc2nc3n(c(=O)c2c1)CCCCC3)c1ccccn1
    62.2 | -4.5% | -9.5% | -4.9% | -13.9% | 98.5%[activator] | -7.3%
O=C(COCc1cc(-c2ccc(F)cc2)on1)Nc1cc(F)ccc1F
    4.6 | . | 4.1% | 3.2% | . | . | .
COc1ccc(NC(=O)NCCC2=CCCCC2)cc1
    28.6 | -2.0% | -9.5% | 1.2% | 2.2% | -7.0% | -6.2%
CCOC(=O)Nc1ccc2c(COC(=O)C(NS(=O)(=O)c3ccc(Cl)cc3)C(C)O)cc(=O)oc2c1 (stereo not drawn)
    -31.8 | ? | . | 2.1% | . | -11.7% | -23.9%
CC1Sc2ccc(S(=O)(=O)CCC(=O)N(C)Cc3ccccc3)cc2NC1=O (stereo not drawn)
    ? | -24.2% | -8.9% | -4.4% | 8.5% | 14.2% | -8.3%
Cc1ccc2c(Cl)cc(Cl)c(OCC(=O)OCC(=O)Nc3ccc(C#N)cc3)c2n1
    -19.3 | 43.3%[activator] | -0.3% | 4.9% | -0.3% | 18.2% | -17.7%
CCCCc1ccc(NC(=O)Nc2cnccn2)cc1
    -5.0 | ? | 0.5% | -10.0% | -6.9% | 3.4% | -28.4%
